SRC1 inh: inhibitors of human steroid receptor coactivator 1 (SRC1); HEK293 GAL4-SRC1 luciferase reporter, luminescence; inhibition, % at 3.6 µM; 360,000 compounds, 0.12% hits;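 active means inhibition above the campaign mean plus 3 SD, with each screening campaign given its own cutoff, cut at about 60% in these data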;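 further: 0% = DMSO treated cells and 100% = gossypol at 36 µM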
TLR9-MyD88 block: blocks human TLR9 binding to MyD88; Q9NR96+Q99836; inhibition, % at 4.98 µM; CHO BLA complementation TLR9-MyD88, CCF4 FRET ratio; AID 504734; 340,000 compounds, 0.21% hits;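 active means inhibition above the mean over all tested compounds plus 3 SD, cut at about 21% in these data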;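 further: 0% = DMSO only wells and 100% = clavulanate BLA inhibitor control wells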
NCOA2 inhibitor: human SRC2 (NCOA2) inhibition | HEK293 GAL4-SRC2 luciferase reporter, luminescence | inhibition, % at 9 µM | 370,000 compounds, 0.17% hits | AID 651957;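 active means inhibition above the mean inhibition of all tested compounds plus 3 SD, set per campaign, cut at about 52% in these data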;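 further: 0% = DMSO treated cells and 100% = cells given Gossypol at 36 µM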
ABHD5-PLIN5 inh: ABHD5-PLIN5 protein interaction inhibition. Q00G26+Q8WTS1. Split G. princeps luciferase complementation, luminescence, 4 h. inhibition, % at 4 µM. 360,000 compounds, 0.78% hits. AID 602281;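 active means inhibition above the mean inhibition across every tested compound plus 3 SD, cut at about 22% in these data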;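 further: 0% = DMSO only wells and the 100% control is not disclosed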
MC4R ag barr: activates human MC4R beta-arrestin recruitment | 360,000 compounds, 0.98% hits | U2OS MC4R beta-arrestin complementation, luminescence; percent of melanotan II response, DMSO zero | activation, % at 8.9 µM;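 active means activation above a per-plate cutoff, the mean activation of sample wells on that plate plus 3 SD, cut at about 8% in these data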
Target sequence (P32245 whole entry, looked up): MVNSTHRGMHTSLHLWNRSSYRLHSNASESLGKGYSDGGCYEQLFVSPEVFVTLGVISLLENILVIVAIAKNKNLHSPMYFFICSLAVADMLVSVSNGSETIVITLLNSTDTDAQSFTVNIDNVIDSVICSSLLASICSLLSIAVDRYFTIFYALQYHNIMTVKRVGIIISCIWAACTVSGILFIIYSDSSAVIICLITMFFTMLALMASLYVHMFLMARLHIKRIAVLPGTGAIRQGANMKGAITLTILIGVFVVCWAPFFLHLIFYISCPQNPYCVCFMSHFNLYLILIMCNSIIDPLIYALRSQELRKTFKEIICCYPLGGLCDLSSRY
NR2F2 inh: blocks human COUP-TFII nuclear receptor; HEK293T NGFI-A luciferase reporter, luminescence; inhibition, % at 8.6 µM; 370,000 compounds, 0.7% hits; AID 686940;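 active means inhibition above a per-plate cutoff, mean inhibition of test wells between control levels plus 3 SD, cut at about 38% in these data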;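 further: cells cotransfected with COUP-TFII expression vector driving the NGFI-A reporter; 0% = median of COUP-TF2 test wells and 100% = reporter-only cells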
Target sequence (P24468 whole entry, looked up): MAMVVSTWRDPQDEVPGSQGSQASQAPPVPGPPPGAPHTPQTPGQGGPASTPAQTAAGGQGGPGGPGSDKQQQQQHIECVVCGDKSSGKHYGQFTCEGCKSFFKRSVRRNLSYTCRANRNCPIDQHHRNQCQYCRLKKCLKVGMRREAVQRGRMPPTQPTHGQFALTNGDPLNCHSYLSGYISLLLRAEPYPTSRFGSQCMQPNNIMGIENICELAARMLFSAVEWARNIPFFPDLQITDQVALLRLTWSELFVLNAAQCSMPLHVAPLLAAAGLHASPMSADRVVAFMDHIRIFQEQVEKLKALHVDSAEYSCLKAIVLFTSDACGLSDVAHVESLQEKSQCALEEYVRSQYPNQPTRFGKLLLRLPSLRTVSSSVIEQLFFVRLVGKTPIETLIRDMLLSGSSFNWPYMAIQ
NR5A2 inv ag: inverse agonists of human LRH-1 (NR5A2); HEK293T StAR-luciferase reporter, LRH-1 transfected, 24 h; inhibition, % at 3.6 µM; 360,000 compounds, 0.13% hits; O00482;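 active means inhibition above the mean inhibition of all tested compounds plus 3 SD, cut at about 73% in these data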;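 further: 0% = DMSO wells and 100% = reporter-only cells lacking LRH-1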
MC4R antag cAMP: human MC4R antagonism in cAMP assay | P32245 | MC4R-expressing cells, MTII-stimulated cAMP, LANCE TR-FRET | inhibition, % at 6.5 µM | 360,000 compounds, 0.48% hits | AID 540295;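 active means inhibition above its plate's cutoff, the mean of tested wells on that plate plus 3 SD, cut at about 29% in these data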;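 further: 0% = Melanotan II alone and 100% = Melanotan II plus saturating MCL0020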
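System: U2OS-MC4R stable cell line; Technique: Eu-cAMP/anti-cAMP TR-FRET, emission 671 nm; Repeats: single well per compound; Also added: Melanotan II; Dosing: one concentration, 6.5 µM nominal; Schedule: 30-min compound, 1-h challenge, 1-h detection, room temperature.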
NOD2-RIPK2 inh: NOD2-RIPK2 protein interaction inhibition. CHO BLA complementation NOD2-RIPK2, CCF4 ratio. inhibition, % at 4.98 µM. AID 624267. 360,000 compounds, 0.38% hits. O43353; in the data active means inhibition above about 21%;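 further: 0% = vehicle only and 100% = reference blocker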
LMP1 NFkB inh: inhibitors of Epstein-Barr LMP1-induced NF-kappaB reporter; LMP1-induced NF-kappaB luciferase reporter cells, luminescence; inhibition, % at 12.5 µM; 350,000 compounds, 0.69% hits; AID 504558; in the data active means inhibition above about 41%;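 further: 0% = neutral control wells and 100% = reference inhibitor control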
SRC3 inh: inhibitors of human steroid receptor coactivator 3 (SRC3); HEK293 GAL4-SRC3 luciferase reporter, luminescence; Q9Y6Q9; 360,000 compounds, 0.17% hits; AID 588352; inhibition, % at 3.6 µM;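 active means inhibition above a per-campaign cutoff, the mean of all compounds plus 3 SD, cut at about 60% in these data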;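 further: 0% = DMSO-treated cells and 100% = gossypol-treated cells at 36 µM; higher means less SRC3-driven luciferase light from the GAL4 reporter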
An asterisk follows results filed as active; . = no result given; & = joins results of further samples; ! = not confirmed by another sample.

SRC1 inh,TLR9-MyD88 block,NCOA2 inhibitor,ABHD5-PLIN5 inh,canonical_smiles,MC4R ag barr,NR2F2 inh,NR5A2 inv ag,MC4R antag cAMP,NOD2-RIPK2 inh,LMP1 NFkB inh,SRC3 inh
-5,5,-38,-9,O=C(COC(=O)c1cccs1)Nc1cc(S(=O)(=O)N2CCOCC2)ccc1Cl,-2.5,5,1,9,-5,0,-19
-6,2,0,-1,Cn1ncc2c(=O)n(CC(=O)NC34CC5CC(CC(C5)C3)C4)cnc21,-1.6,-5,-9,-1,1,-11,10
-7,0,-14,7,O=C1N/C(=C/c2ccco2)C(=O)N1Cc1ccccc1F,-0.6,8,14,-7,-5,-3,19
0,-5,-20,6,O=C(NC(CCl)c1ccccc1)c1ccc(Cl)cc1 (configuration not stated),-0.7,-8,15,0,5,-1,7
3,-4,-6,-4,CCn1nnnc1-c1ccc(OC)c(S(=O)(=O)N2CCCCC2)c1,2.2,2,-12,-3,-2,-1,2
-4,-3,-29,-2,Cc1cc(/C=N/n2cnnc2)c(C)n1-c1ccc(C(=O)O)cc1,1.8,0,-10,-4,-12,-2,4
7,3,-6,-8,COc1ccc(-c2nnc3ccc(SC(C(C)=O)C(C)=O)nn23)cc1OC,-2.2,5,27,3,10,3,1
1,4,-15,6,CCN1CCN(S(=O)(=O)c2ccc(Cl)c(C(=O)N(CC(C)C)C3CCS(=O)(=O)C3)c2)CC1 (configuration not stated),4.8,-13,-14,13,-2,-5,-3
0,8,-8,1,O=C(NCc1ccc(N2CCCC2=O)cc1)Nc1ccccc1,-0.4,1,3,2,1,0,0
-14,1,5,-5,CCCCCCCCc1nc(SCC(C)=O)n[nH]1,-0.4,-1,-1,15,-3,2,22
-10,.,-3,0,CCC(CC)C(=O)N(C)c1c(C)nc2c(OCc3ccc(C#N)cc3)cccn12,-0.6,2,23,6,-12,.,6
-56,-1,16,-4,CC1CC(C)CN(C(=O)c2ccccc2Nc2ccc(SC(F)F)cc2)C1 (configuration not stated),5.8,1,14,-5,6,2,-13
.,.,-11,3,O=C1Nc2ccccc2C(=O)N(c2ccc3c(c2)OCCO3)C1C(=O)NC1CC1 (configuration not stated),.,-9,-5,.,-8,.,.
1,.,-1,1,O=C(Nc1ccc2c(c1)OCCO2)C(C1CC1)N1CCC(Cc2ccccc2)CC1 (configuration not stated),.,-13,-15,.,-8,.,-4
2,-11,8,3,CCOC(=O)NNc1ccccc1,1.5,7,-10,7,-7,-3,24
9,-13,-3,6,O=C1CC2(CCN(C(=O)COc3ccc(Cl)cc3)CC2)Oc2ccccc21,-1.2,6,14,2,-4,-2,9
0,1,17,5,CCC(=O)N1CCc2cc(S(=O)(=O)NCCC(=O)N3CC=C(c4ccccc4)CC3)ccc21,2.8,15,-14,9,-3,-1,7
4,-4,-7,4,Cc1cc(N2CCN(C)CC2)nc2ccc(NC(=S)N3CCN(c4ccccn4)CC3)cc12,-2.4,0,11,-12,-8,0,2
14,7,-7,14,Cc1cccc(N(CC(=O)Nc2c(C)n(C)n(-c3ccccc3)c2=O)S(C)(=O)=O)c1C,3.5,-5,24,-11,-15,-9,13
3,-1,-17,-1,CC(=O)c1ccc(N=C2SCCCN2C(=O)C2CCCCC2)cc1,-3.9,-8,-13,-1,5,-3,8
-6,-5,-12,-24,CCN(CC)CCCN1C=C2C(=O)C(C)(OC(=O)CCC(=O)OC)C(=O)C=C2C=C1C1CC1 (configuration not stated),-1.1,-4,-2,-3,-2,-4,-1
-1,3,-25,4,Cn1c(NC(=O)c2ccc(S(=O)(=O)N3CCCCC3)cc2)cc(=O)n(C)c1=O,0.0,-5,-6,3,-4,3,1
-4,-7,-23,2,O=C(O)c1ccccc1-c1ccccc1C(=O)Nc1cccc(O)c1,-1.1,-4,-8,-1,6,8,4
-2,0,-13,1,O=C1CCC(/C=C/c2ccccc2)=NN1Cc1ccc(F)cc1,0.3,12,4,2,18,2,-22
-12,0,6,1,CC(C)SCCCOc1ccc(C(C)(C)C)cc1,-0.7,-2,9,-2,4,1,-9
-55,-1,-55,-3,Fc1ccc(-c2cnc(-c3cccs3)o2)cc1,-1.5,-6,-51,-5,-5,-27,-61
-21,7,11,3,Cc1cc(Cl)ccc1NC(=O)COC(=O)CCNS(=O)(=O)c1ccccc1,-2.3,4,18,6,-4,3,5
-7,5,8,2,CC1(C)CC2CC(C)(CN2C(=O)COC(=O)c2ccc(O)cc2O)C1 (configuration not stated),-3.0,0,19,-6,17,-9,-4
-16,-5,7,-2,Cc1nn(CCc2nn[nH]n2)c2nc(-c3ccc(C4CCCCC4)cc3)cc(C(F)(F)F)c12,0.0,-12,6,3,0,-34,13
-92,-9,-19,6,CCn1cnc2sc(-c3ccccc3)cc2c1=O,-1.6,-54,-147,-4,15,-14,-87
-12,3,23,2,CN(C)c1ccc(P(=O)(Nc2ccccc2)N2CCOCC2)c(NC(=O)c2cccs2)c1 (configuration not stated),-2.3,4,0,8,-8,1,-15
9,5,-9,-1,O=C(COc1ccccc1CNCc1ccccc1)Nc1ccccc1,-1.7,12,23,-1,5,-45,27
7,.,0,-3,CCN(CC)C(=O)c1csc([C@H]2C[C@H](O)[C@@H](CO)O2)n1,0.7,0,-6,7,1,.,-14
-7,5,0,-8,CCn1cc(CN2CCCC(C(=O)Nc3ccc(-c4cscn4)cc3)C2)c(C)n1 (configuration not stated),-0.8,-4,-3,-2,-2,-3,11
3,4,-10,-2,COc1ccccc1Cn1c(=S)[nH]c2cc(C(=O)N3CCCC3)ccc2c1=O,-2.4,-9,5,6,-8,2,8
0,-6,-8,1,Cc1ccc(C2NC(=O)c3c(sc4c3CCN(C)C4)N2)o1 (configuration not stated),-1.1,3,13,-19,-8,-5,5
7,-3,-6,-1,O=C(/C=C/c1ccc(F)cc1)NCCCN1CCN(CCCNC(=O)/C=C/c2ccc(F)cc2)CC1,-1.0,20,14,3,-3,3,18
-1,1,13,0,Cc1cc(NC(=O)c2cccc(C(=O)Nc3cc(C)on3)n2)no1,1.3,-15,10,5,-2,4,11
-142,3,-55,-4,COc1ccccc1/C=C/C=N/Nc1cccc(C(=O)O)c1,-1.2,-45,-186,-3,0,-21,-118
-21,-8,8,5,COc1ccc(C=C2C(=O)c3ccccc3C2=O)cc1O,-4.2,6,10,15,-8,-8,-11
4,-6,-30,1,O=C(COC(=O)CCS(=O)(=O)c1ccc(Cl)cc1)Nc1ncc(Cl)cc1Cl,1.8,5,-9,6,-2,-5,8
9,-11,-4,2,CCOC(=O)c1c(NC(=O)COC(=O)c2ccc(S(=O)(=O)C(F)F)cc2)sc(C(=O)N(C)C)c1C,1.6,-14,2,8,0,2,-1
-1,7,-4,1,Cc1nnc(NC(=O)Cn2c(=O)sc3ccccc32)s1,-0.8,-11,-9,-2,6,7,3
-8,-9,13,-3,N#Cc1ccc(S(=O)(=O)N2CCN(CC(=O)Nc3ccccc3C(=O)NC3CC3)CC2)cc1,-0.5,3,7,1,0,1,-19
-5,3,-8,3,C=C(C)CN(CC)C(=O)CSc1nc2ncc(Cl)cc2[nH]1,-0.9,-24,-8,10,-16,-9,19
-5,-3,-27,-14,CS(=O)(=O)N(Cc1ccccc1)c1ccc(C(=O)Nc2ccccc2C(=O)O)cc1,1.0,12,-10,11,-5,-2,-17
-3,-2,1,-4,Nc1c(C(=O)O)sc2nc(-c3ccccc3)cc(-c3ccccc3)c12,0.1,-3,2,-3,-1,-1,9
5,-2,-14,0,C[C@@H]1CN([C@H](C)CO)C(=O)CCCn2nncc2CO[C@H]1CN(C)C(=O)C1CCCCC1,1.2,-1,-6,21,-6,4,10
3,1,20,-9,COC(=O)Cn1c2c(c3cc(C)ccc31)CCCC2NC(C)c1ccccc1 (configuration not stated),-1.1,-5,2,7,-1,-5,-15
15,-14,-1,1,CN(C)C(=O)NCc1ccc(S(N)(=O)=O)cc1,-2.0,13,5,-4,-1,-7,11
-22,-7,-2,-1,Cc1cccc(N2CCN(C(=O)c3ccc4nccnc4c3)CC2C)c1 (configuration not stated),-0.9,-2,14,11,1,-4,-12
-7,-5,-2,2,O=C1CC(SCCc2nc3ccccc3[nH]2)C(=O)N1c1ccc(F)cc1 (configuration not stated),-1.8,-19,6,1,-7,2,13
-42,-8,-15,5,NNC(=O)CN1C(CN2CCOCC2)=Nc2ccc(Br)cc2C1c1ccccc1 (configuration not stated),-0.5,5,-12,14,5,-5,4
-4&-16,1&-6,4,-8&-6,Cc1cccc(-n2c(O)c(C=Nc3c(C)n(C)n(-c4ccccc4)c3=O)c3ccccc3c2=O)n1,-1.1&-0.5,2,-5&-9,8&3,1&-3,58*!,-5&8
-10,-6,-10,-3,COCC(=O)Nc1nc(-c2ccc([N+](=O)[O-])cc2)cs1,-3.0,-18,-14,0,5,-9,-8
12,-5,2,-15,CCc1nc(SCC(=O)N2CCC(C)CC2)c2c(=O)n(C)c(=O)n(C)c2n1,1.5,4,-25,13,-5,-10,1
-7,4,9,4,CN(C)C(=O)c1ccccc1Sc1cc(Cl)ccc1Cl,-0.7,-1,1,-7,2,-6,16
-16,-2,8,-5,COc1ccc(Cn2ccnc2)cc1[N+](=O)[O-],-2.4,-1,-9,-4,3,-8,11
-5,-4,11,-4,O=C(CCCCCNC(=O)c1ccccc1)N/N=C/c1ccco1,-0.8,5,-11,-2,-1,-4,14
-11,5,3,-1,O=C(COC(=O)c1cccc(S(=O)(=O)NCc2ccccc2)c1)NCC1CCCO1 (configuration not stated),0.9,-9,-8,-4,-6,-18,-3

More compounds follow.
SRC1 inh,TLR9-MyD88 block,NCOA2 inhibitor,ABHD5-PLIN5 inh,canonical_smiles,MC4R ag barr,NR2F2 inh,NR5A2 inv ag,MC4R antag cAMP,NOD2-RIPK2 inh,LMP1 NFkB inh,SRC3 inh
-1,-3,6,2,O=C(O)C[C@H]1c2cc(F)ccc2S(=O)(=O)N1C1CCCC1,-2.0,-6,-7,3,6,0,1
-13,6,-4,-1,CSCc1ccc(C(=O)N2CCCC(Nc3ccc4c(c3)OCCO4)C2)o1 (configuration not stated),-2.0,-12,15,4,0,-1,-8
-8,16,-19,4,Cc1ccc(N=Nc2c(N)[nH]n3c(=O)cc(C)nc23)cc1,-1.4,1,-12,-12,-4,-10,-6
-8,-3,-11,-1,Cc1ccc(S(=O)(=O)N2CCCCC2)cc1C(=O)Nc1ccc2cn[nH]c2c1,-3.2,13,21,-4,10,-4,3
15,4,-10,-14,CCOc1ccc(-c2c(C)sc3nc[nH]c(=O)c23)cc1,-1.9,20,-10,3,-9,-2,-3

The list is partial, so the mix of outcomes need not match the whole.
